Assay outcomes from PubChem.
Rin1 Abl inh = human Rin1-Abl interaction inhibition; P00519+Q13671; TR-FRET Rin1/Abl binding, biochemical; inhibition, % at 7.35 µM; 360,000 tested, 0.4% active; AID 588664; in the data active = inhibition above about 5%, passing the limit was not always enough
MLLE-PAM2 inh = inhibitors of microRNA-mediated deadenylation, human PABP1 MLLE binding; GST-MLLE / FITC-PAM2 fluorescence polarization; inhibition, % at 20 µM; 360,000 tested, 0.36% active; in the data active = inhibition above about 35%, passing the limit was not always enough;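 also: plate controls were DMSO wells with GST-MLLE for no effect and wells lacking GST-MLLE protein for full effect; some results filed as inactive read as strong as hits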
Target sequence (P11940 whole entry, looked up): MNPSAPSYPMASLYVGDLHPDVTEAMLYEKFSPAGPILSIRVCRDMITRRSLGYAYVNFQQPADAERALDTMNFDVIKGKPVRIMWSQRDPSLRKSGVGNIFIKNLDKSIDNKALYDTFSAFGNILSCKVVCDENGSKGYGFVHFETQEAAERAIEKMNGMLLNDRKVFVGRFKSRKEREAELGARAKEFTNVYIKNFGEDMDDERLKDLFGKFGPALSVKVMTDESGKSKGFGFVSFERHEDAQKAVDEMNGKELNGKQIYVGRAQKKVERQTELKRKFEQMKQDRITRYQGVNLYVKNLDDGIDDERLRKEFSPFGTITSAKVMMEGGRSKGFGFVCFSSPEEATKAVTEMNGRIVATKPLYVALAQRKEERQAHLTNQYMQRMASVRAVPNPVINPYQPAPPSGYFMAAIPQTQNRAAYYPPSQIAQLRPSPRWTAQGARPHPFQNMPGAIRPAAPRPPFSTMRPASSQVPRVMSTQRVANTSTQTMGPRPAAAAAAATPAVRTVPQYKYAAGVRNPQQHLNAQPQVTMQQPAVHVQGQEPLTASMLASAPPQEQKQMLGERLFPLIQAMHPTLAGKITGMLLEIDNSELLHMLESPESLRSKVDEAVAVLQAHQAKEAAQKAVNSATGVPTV
CSN deneddyl inh = blocks human CSN-mediated cullin deneddylation; inhibition, % at 12.5 µM; AID 651999; Purified CSN, SCF-Nedd8-OG deneddylation, fluorescence polarization; Q92905; 360,000 tested, 0.38% active;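 active = pattern-corrected inhibition above about 35%, with an unprinted fluorescence ratio check between 0.5 and 1.5, limit read from the data, passing the limit was not always enough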;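 also: 0% = enzyme with substrate and 100% = substrate without enzyme; some results filed as inactive read as strong as hits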
Target sequence (Q92905 whole entry, looked up, one chain of several): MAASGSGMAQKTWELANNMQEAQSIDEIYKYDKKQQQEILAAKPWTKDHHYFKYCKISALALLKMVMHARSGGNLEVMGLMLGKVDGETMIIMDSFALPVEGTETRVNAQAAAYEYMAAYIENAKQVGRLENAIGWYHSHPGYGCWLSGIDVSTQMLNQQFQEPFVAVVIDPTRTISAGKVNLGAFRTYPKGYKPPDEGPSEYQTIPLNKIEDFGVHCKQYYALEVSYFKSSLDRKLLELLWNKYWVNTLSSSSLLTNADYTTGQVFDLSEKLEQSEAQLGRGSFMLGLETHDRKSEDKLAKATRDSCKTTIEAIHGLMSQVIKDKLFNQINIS
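assay system = purified human Csn5 enzyme expressed in HEK293T cells | amount = 0.24 nM enzyme | buffer or medium = Tris/NaCl/DTT buffer, pH 7.5 | reagent = 10 nM SCFSkp2-Nedd8OG | compound = one concentration, 12.5 µM, 0.25% DMSO | times = 90 min reaction at room temperature | signal = FP | read-out basis = % inhibition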
Rpn11 inh = Rpn11 (human) deubiquitinase inhibition | 360,000 tested, 0.59% active | human 26S proteasome, Ub4-pepOG fluorescence polarization; 20S core pre-blocked with epoxomicin | O00487 | calls only at 20 µM;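 active = inhibition at 20 µM, scaled to each plate's controls, above about 33%, limit read from the data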
E coli Lon inh = inhibits E. coli Lon protease; 360,000 tested, 0.42% active; purified E. coli Lon protease, fluorescence polarization; inhibition, % at 7.94 µM; P0A9M0; in the data active = inhibition above about 13%, passing the limit was not always enough;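 also: 0% = enzyme with probe and DMSO and 100% = no enzyme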
bovine MsrA act = activates bovine MsrA enzyme; activation, % at 10.6 µM; 360,000 tested, 0.3% active; purified bovine MsrA, absorbance read-out; in the data active = activation above about 7.5%;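 also: 0% = vehicle and 100% = reference activator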
MsrA inhibitor = bovine MsrA inhibition; purified bovine MsrA, absorbance read-out; inhibition, % at 15.5 µM; 360,000 tested, 0.75% active; AID 651718; in the data active = inhibition above about 4.5%;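 also: 0% = vehicle wells with enzyme and 100% = reference inhibitor wells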
FAS-TE inh = inhibitors of human fatty acid synthase thioesterase domain. 360,000 tested, 0.67% active. inhibition, % at 15 µM. recombinant FAS-TE, OMFH fluorogenic substrate, fluorescence endpoint. P49327;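 active = compounds whose normalised, plate-corrected inhibition of enzyme fluorescence in the single-dose primary screen is 50% or more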;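 also: 0% = DMSO with enzyme and 100% = substrate without enzyme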
MT1-MMP act inh = inhibitors of human MT1-MMP activation. 360,000 tested, 0.061% active. HT1080 RFP-PRO-GFP cells, GFP/RFP ratio fluorescence, overnight; percent of plate control window, DMSO zero. AID 651647. GFP/RFP ratio change, % at 20 µM;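 active = GFP/RFP ratio change of at least 30% with cell ATP level not reduced by more than half and red fluorescence within 50% of control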; also: strong numbers were not always called active
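Test system: HT1080 RFP-PRO-GFP cells; Benchmarks: DMSO and RFP-L50D-GFP cell wells; Timing: cells overnight before dosing, compound overnight, 37 °C, 5% CO2; Compound: one 20 µM compound dose with 1% DMSO; Read-out: GFP/RFP fluorescence ratio.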
Starred values were filed as active, the others as inactive; i = inactive; x = not tested or not shown; + = active, no number.

SMILES	Rin1 Abl inh	MLLE-PAM2 inh	CSN deneddyl inh	Rpn11 inh	E coli Lon inh	bovine MsrA act	MsrA inhibitor	FAS-TE inh	MT1-MMP act inh
Cc1ccc(CCNC(=O)C2CCCN(S(=O)(=O)N3CC(C)CC(C)C3)C2)cc1 (centres undefined)	3.8	-5.9	-0.1	i	-2.8	-3.6	0.6	12.0	-1.0
CC(=O)c1ccc(S(=O)(=O)N(C)CCCC(=O)NCc2ccc3c(c2)OCO3)cc1	-3.3	7.0	-4.8	i	-13.5	-1.3	1.0	-5.7	-6.2
O=C(O)c1cccc(NS(=O)(=O)c2ccc3c(c2)OCCCO3)c1	-0.7	-0.3	1.4	i	5.0	-2.1	0.5	-7.1	1.7
COCCNC(=O)[C@H]1N2C(=O)c3c(ccc(OC)c3OC)C2SC1(C)C (some centres undefined)	2.2	25.5	0.8	i	-12.2	2.9	0.1	-2.6	-9.9
COc1cccc(CC(=O)Nc2cc(S(=O)(=O)N3CCOCC3)ccc2N2CCOCC2)c1	-0.1	6.5	-4.3	i	-9.7	-3.2	3.1	-1.3	-0.9
O=C(CCCN1C(=O)c2cccc3cccc(c23)C1=O)N1CCN(c2ccccc2O)CC1	-6.8	13.0	1.8	i	13.1	2.4	5.1*	11.3	-1.7
CN1C(=O)C2ON(c3ccccc3)C(c3cccs3)C2C1=O (centres undefined)	-3.9	7.8	-1.4	i	4.6	-0.6	-0.2	0.1	0.9
O=C(O)Cn1ccnc1[N+](=O)[O-]	0.7	18.6	-1.2	i	-6.2	-0.5	1.9	-5.3	1.2
COc1ccccc1CNC(=O)CN(C)S(=O)(=O)c1ccc2c(c1)c(=O)n(C)c(=O)n2C	0.0	9.2	-0.1	i	1.3	-10.1	-1.0	-4.8	1.9
OC1(CNCc2ccccc2)C2CC3CC(C2)CC1C3 (centres undefined)	0.8	15.4	0.5	i	-1.4	-4.3	-0.8	-2.9	3.9
CCC(C)N1CCN(S(=O)(=O)c2ccc3ccccc3c2)CC1 (centres undefined)	4.1	-1.4	2.8	i	9.1	-0.6	-0.9	8.3	4.9
Cc1ccc(CCCOC(=O)CN2CCCCC2)cc1	-0.3	-7.5	-6.5	i	-1.8	-4.2	-1.7	-0.3	-0.4
Cc1nn(Cc2ccc(F)cc2)c(C)c1NC(=O)c1cc(-c2ccc3c(c2)OCO3)on1	1.5	x	x	x	-1.7	-0.3	-0.5	x	x
O=C1C=C(C2CCCCC2)C(=O)c2ccccc21	2.5	13.6	6.3	i	8.1	-0.8	1.5	10.8	-36.5
COC(=O)c1c(-c2c(Cl)cccc2Cl)noc1NC(=O)NN1CCOCC1	2.7	-11.5	-3.5	i	-5.9	-2.2	-0.3	-4.4	2.5
CCCCCCCCN1C(=O)C(O)=C(C(C)=O)C1c1ccccn1 (centres undefined)	-2.6	-0.5	1.7	i	4.8	-4.0	3.3	-7.4	7.2
CC(C)C[C@H](NC(=O)c1[nH]cnc1C(=O)N[C@H](C)c1ccccc1)C(=O)OCc1ccccc1	2.5	8.7	-7.2	i	13.0	-2.7	-0.8	17.0	-1.4
CN(C(=O)CS(=O)(=O)c1cccc(Cl)c1)c1ccccc1	2.4	-0.5	-7.4	i	9.6	1.4	0.0	-3.2	2.6
CS(=O)(=O)Nc1ccc(C2=NN(S(=O)(=O)c3ccccc3)C(c3cccs3)C2)cc1 (centres undefined)	5.8	-31.4	9.2	i	1.1	0.5	1.3	1.5	-24.4
CC(C)(C)C(=O)Nc1nnc(SCC(=O)NCc2ccco2)s1	-1.2	9.7	1.1	i	3.5	-5.2	1.9	-6.0	3.9
NS(=O)(=O)c1ccc(NC(=O)COC(=O)C2CC2)cc1	1.7	0.1	-0.9	i	-5.2	0.7	3.0	-5.5	-2.1
CCCc1cc(C(=O)Nc2ccc(CC)cc2)no1	1.3	10.7	2.8	i	-11.3	-2.0	-0.3	6.6	1.6
COc1ccc(NC(=O)/C(=C\c2ccco2)NC(=O)c2ccco2)cc1	-0.1	-9.5	9.6	i	-10.7	0.6	2.0	-6.7	-1.7
O=C(Nc1ccc2ncccc2c1)c1cccc(Br)c1	-1.3	-3.3	2.7	i	10.2	-5.8	1.4	-1.0	8.0
COCCNC(=O)CSc1nc2cc(OC)c(OC)cc2c(=O)n1CCC1=CCCCC1	3.5	-11.6	-0.5	i	0.9	-8.4	0.3	0.2	-1.6

Carrying on.
SMILES	Rin1 Abl inh	MLLE-PAM2 inh	CSN deneddyl inh	Rpn11 inh	E coli Lon inh	bovine MsrA act	MsrA inhibitor	FAS-TE inh	MT1-MMP act inh
COc1ccc(CN2C(=O)c3ccccc3C2c2nnnn2Cc2ccccc2)cc1OC (centres undefined)	x	x	-2.5	x	2.8	-1.7	-0.3	-10.2	1.2
CCCc1ccc2oc(C(=O)NCCN3CCCC(C(N)=O)C3)c(C)c2c1 (centres undefined)	-1.7	-11.2	4.2	i	-3.0	-1.0	0.1	-3.5	6.5
CC(=O)N1CCOCCOCCOCC1	1.2	11.7	1.0	i	6.5	-2.5	-1.2	-2.8	-8.8
O=C(CSc1nc(=O)n(CCN2CCOCC2)c2c1CCC2)Nc1ccc(OC(F)(F)F)cc1	-1.0	9.6	-1.9	i	-11.0	-5.3	-0.2	-0.4	1.3
CCOC(=O)C1=C(c2ccccc2)N=C2SCC(=O)N2C1c1ccc2c(c1)OCO2 (centres undefined)	1.0	-6.5	0.1	i	-1.7	-2.7	-0.4	8.9	11.8
Nc1[nH]c(C(=O)c2ccccc2)c(-c2cccnc2)c1C(=O)NCCc1ccc(Cl)cc1Cl	x	x	-2.2	x	+	-2.9	2.4	19.6	1.0
O=C(CCN1C(=O)c2ccccc2C1=O)NC(=S)Nc1cccc(Cl)c1	4.3	16.4	-0.5	i	-0.2	-12.5	-0.8	12.0	-0.1
C[C@@H](C(=O)Nc1ccccc1N1CCOCC1)N1C(=O)C2CC=CCC2C1=O (some centres undefined)	2.0	-16.7	-2.1	i	-3.6	0.9	0.9	-4.9	6.2
COc1ccc(NC(=S)N(CCCN2CCOCC2)C(C)c2cc3ccccc3o2)cc1 (centres undefined)	-0.9	-93.3	5.5	i	8.7	-0.6	-0.1	13.3	2.7
COc1ccc(CNC(=O)c2ccc(-n3ccnc3)c3ccoc23)cc1OC	0.0	-1.8	1.1	i	-9.2	-1.6	1.2	-3.0	1.7
C=CCn1c(-c2csc3ccccc23)n[nH]c1=S	-2.5	4.8	-4.1	i	8.5	0.1	-0.6	-7.5	0.9
COc1cc(C(C)=O)ccc1OCc1cc(C(=O)N(C)CCC2CCCCO2)no1 (centres undefined)	1.2	3.1	0.0	i	7.1	-2.3	0.0	-3.2	-1.7
COc1ccc(OC)c(NC(=O)CSc2nnnn2C)c1	0.3	0.0	1.1	i	-5.9	-2.8	2.2	-7.1	-0.3
O=C(CCNS(=O)(=O)c1ccc(Cl)cc1)NCCc1ccccc1	5.4	0.3	-4.7	i	-17.3	-5.9	2.8	-1.3	1.1
COC(=O)c1cc2c(ccc3ccccc32)oc1=O	-5.8	-7.2	-2.3	i	7.0	-2.3	0.5	-1.3	4.8
O=C(CCC(=O)N(CC(=O)NC1CCCC1)Cc1ccccc1Cl)Nc1nccs1	1.9	-11.5	6.1	i	-2.3	-2.8	1.2	-0.4	-7.0
COc1ccc(CCN2CCCn3c2nc2c3c(=O)[nH]c(=O)n2C)cc1OC	-0.9	-3.2	-2.7	i	0.7	-0.5	1.9	-3.4	-3.8
CCOc1nc(NC(=O)NS(=O)(=O)Oc2cccc(Cl)c2)nc(-c2ccccc2)n1	-2.1	15.0	-1.2	i	-8.9	-5.0	-0.8	-11.9	-0.2
Cc1ccc(O)c(Cc2cc(C)cc(Cc3cc(C)ccc3O)c2O)c1	-1.6	1.2	-2.6	i	6.0	-2.8	1.9	22.4	0.0
CCC(C(=O)Nc1cc(OC)c(NC(=O)c2ccccc2)cc1OC)c1ccccc1 (centres undefined)	-4.3	2.4	3.6	i	2.1	-7.7	-0.3	15.5	6.4
CCOC(=O)c1c(C)[nH]c(C)c1C(=O)COC(=O)CCc1ccccc1	2.4	12.4	-1.7	i	-3.5	-1.5	0.7	3.1	-0.4
O=C(C[n+]1cc(-c2ccccc2)n2c1CCCCC2)c1ccc(Cl)cc1	0.9	3.6	4.1	i	-6.4	-1.6	-0.8	-7.6	-6.0
COc1ccccc1NC(=O)c1ccc(CN(c2cc(Cl)ccc2C)S(=O)(=O)c2ccccc2)cc1	-1.9	-1.4	-0.8	i	-10.2	-4.3	-0.8	21.2	-2.0
NS(=O)(=O)c1ccc(CCNC(=O)CN2C(=O)c3ccccc3S2(=O)=O)cc1	-0.4	17.5	2.0	i	-4.4	-2.0	-0.4	-0.4	1.3
Nn1c(SC/C=C/c2ccccc2)nnc1-c1ccco1	-4.4	-29.5	-0.4	i	-3.8	0.8	-0.1	-11.5	-0.1

Single records, as listed above. Order of screens: Rin1 Abl inh | MLLE-PAM2 inh | CSN deneddyl inh | Rpn11 inh | E coli Lon inh | bovine MsrA act | MsrA inhibitor | FAS-TE inh | MT1-MMP act inh
Shown for O=C(C[n+]1cc(-c2ccccc2)n2c1CCCCC2)c1ccc(Cl)cc1 : 0.9 | 3.6 | 4.1 | i | -6.4 | -1.6 | -0.8 | -7.6 | -6.0
Shown for COC(=O)c1cc2c(ccc3ccccc32)oc1=O : -5.8 | -7.2 | -2.3 | i | 7.0 | -2.3 | 0.5 | -1.3 | 4.8
Shown for Nn1c(SC/C=C/c2ccccc2)nnc1-c1ccco1 : -4.4 | -29.5 | -0.4 | i | -3.8 | 0.8 | -0.1 | -11.5 | -0.1

(cont.)
SMILES	Rin1 Abl inh	MLLE-PAM2 inh	CSN deneddyl inh	Rpn11 inh	E coli Lon inh	bovine MsrA act	MsrA inhibitor	FAS-TE inh	MT1-MMP act inh
COC(=O)c1cccc(Cn2nnc3ccccc3c2=O)c1	1.2	2.9	-2.0	i	2.7	1.8	-0.1	-2.6	-2.2
CCOC(=O)Cc1csc(NC(=O)CSc2ncnc3c2cnn3-c2ccccc2Cl)n1	-1.6	17.2	2.5	i	-0.1	3.9	-1.2	-2.8	1.3
CCOC(=O)c1c(-c2ccccc2)csc1NC(=S)NC	-4.8	13.0	1.2	i	8.8	1.8	2.2	2.2	-1.7
COc1cccc(C(=O)Nc2cc(S(=O)(=O)N3CCOCC3)ccc2N2CCOCC2)c1	0.4	-9.0	2.5	i	3.9	-4.6	0.7	2.7	-3.3
COc1ccc(CCNC(=O)CNC(=O)N2CC(=O)Nc3ccccc32)cc1	-2.4	-3.6	0.1	i	-11.2	-3.1	0.0	-8.6	1.3
O=S(=O)(c1ccc(NC(=S)NCc2ccco2)cc1)N1CCCCC1	0.2	-4.8	3.2	i	-3.9	-2.2	-0.5	9.0	-0.4
COc1ccc(C(=O)NCc2nnc(SCC(=O)Nc3ccccc3F)o2)cc1	-0.1	3.6	4.4	i	-3.2	-1.6	0.2	-1.9	6.0
CCC(=O)N1CCc2cc(Br)cc(S(=O)(=O)NCCCN(C)Cc3ccccc3)c21	0.9	0.5	2.9	i	-2.0	-4.4	0.6	0.5	0.8
CCOc1cc(/C=N/n2nnnc2N)ccc1OCc1c(C)no[n+]1[O-]	0.3	8.1	-5.1	i	-13.1	-4.8	4.4	-1.4	1.4
COCc1c(C(=O)Nc2nc(C)cs2)oc2ccccc12	3.2	1.5	0.7	i	7.1	-8.2	3.4	0.1	-5.3
COc1ccc(N2CCN(C(=O)c3ccc(CNS(=O)(=O)c4cc(C)ccc4C)cc3)CC2)cc1	2.1	-11.9	1.8	i	-1.4	-2.8	-0.9	11.2	1.8
Cc1cc(-c2ccccc2)n(-c2ccc(C(N)=O)cc2)n1	1.5	10.6	-17.1	i	1.1	-3.8	-0.8	-8.1	2.2
